IL1B secr inh – qHTS for Inhibitors of Inflammasome Signaling: IL-1-beta AlphaLISA Primary Screen. hit rate 4.7% among 360,000. THP-1 LPS/ATP IL-1B secretion, AlphaLISA, 16 h; stronger effect = lower value. activity change, % at 57.5 µM; in the data active means activity change below about -50%; inconclusive means mostly about -30% to -49%; further: on the % scale 0 is the no-effect control and ±100 the full control effect
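Secreted IL-1B measured by AlphaLISA bead assay after 16 h compound exposure of THP-1 cells; compounds (final up to 57.5 uM) added 1 h before LPS (250 ng/mL) and ATP (1.25 mM) stimulation; lower signal means less secretion.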
MCF10A rereplic – A quantitative high throughput screen for small molecules that induce DNA re-replication in MCF 10a normal breast cells | MCF 10A DNA re-replication, Hoechst nuclear intensity, 48 h | Potency, µM (titrated, usually from 46.1 µM), inactives show top-dose activity, positive = re-replication, hits mostly activators | hit rate 2.9% among 350,000 | AID 624296, 2012; further: potency means the concentration at half of the fitted maximal effect; % of control where 0% means no effect; nearly all actives have a fitted effect of over 50% in size
HT1080-NT tox – qHTS for induction of synthetic lethality in tumor cells producing 2HG: qHTS for the HT-1080-NT fibrosarcoma cell line; HT-1080-NT fibrosarcoma viability, CellTiter-Glo ATP luminescence, 48 h; AID 686970, 2013; Potency, µM (doses to about 46.1 µM), without a hit: top-dose activity, negative = less viability, usual class: cytotoxic; hit rate 1.6% among 360,000;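 further: NT is the 2HG producing partner of a matched IDH1 knockdown line; potency means the concentration at half of the fitted maximal effect; 0% = DMSO-treated cells and -100% = media-only wells without cells; nearly all actives have a fitted effect of over 55% in size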
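A 48-hour cytotoxicity screen used HT-1080-NT cells plated 2 hours before compound delivery. ATP-based CellTiter-Glo luminescence measured viability, normalized to DMSO and no-cell controls.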
KB-3-1 cytotox – qHTS assay for MDR1-selective chemotherapeutics: Primary screen using the parental adenocarcinoma cell KB-3-1. hit rate 1.4% among 400,000. AID 1347075, 2019. Potency, µM (titrated, usually from 46.1 µM), inactives show top-dose activity change, negative = cytotoxic, usual class: cytotoxic. KB-3-1 viability, CellTiter-Glo ATP luminescence, 72 h; further: potency means the concentration at half of the fitted maximal effect; on the % scale 0 is the no-effect control and ±100 the full control effect; nearly all actives have a fitted effect of over 60% in size
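Cells are dispensed, compounds pinned in, plates held at 37 °C for 72 h, then CellTiter-Glo is added and luminescence read after 10 minutes. Cell line: parental KB-3-1 in phenol-red-free DMEM, 10% FBS.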
HT1080 IDH1KD tx – qHTS for induction of synthetic lethality in tumor cells producing 2HG: qHTS for the HT-1080-IDH1KD cell line; Potency, µM (titrated, usually from 46.1 µM), without a hit: at the highest dose activity, negative = toxicity, hits mostly cytotoxic; AID 686971, 2013; hit rate 2% among 360,000; HT-1080 IDH1 knockdown viability, ATP luminescence, 48 h;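 further: potency means the concentration at half of the fitted maximal effect; 0% = DMSO wells and -100% = cell-free medium wells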
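CellTiter-Glo luminescence after 48 h compound exposure at 37 degrees C of IDH1-knockdown HT-1080 cells in 5% FBS RPMI. %Activity scaled between DMSO wells and cell-free media wells, with curves fitted and assigned curve classes.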
WRN helicase inh – qHTS for Inhibitors of WRN Helicase; Bifunctional 3'-5' exonuclease/ATP-dependent helicase WRN (Homo sapiens), Q14191; WRN helicase unwinding, fluorescent forked duplex, kinetic; Potency, µM (doses to about 114 µM), for inactives: at the top dose activity change, negative = inhibition, usual class: inhibitors; hit rate 0.46% among 360,000; AID 651768, 2012; further: potency means the concentration at half of the fitted maximal effect; on the % scale 0 is the no-effect control and ±100 the full control effect; nearly all actives have a fitted effect of over 55% in size
Target sequence (Q14191 whole entry, looked up): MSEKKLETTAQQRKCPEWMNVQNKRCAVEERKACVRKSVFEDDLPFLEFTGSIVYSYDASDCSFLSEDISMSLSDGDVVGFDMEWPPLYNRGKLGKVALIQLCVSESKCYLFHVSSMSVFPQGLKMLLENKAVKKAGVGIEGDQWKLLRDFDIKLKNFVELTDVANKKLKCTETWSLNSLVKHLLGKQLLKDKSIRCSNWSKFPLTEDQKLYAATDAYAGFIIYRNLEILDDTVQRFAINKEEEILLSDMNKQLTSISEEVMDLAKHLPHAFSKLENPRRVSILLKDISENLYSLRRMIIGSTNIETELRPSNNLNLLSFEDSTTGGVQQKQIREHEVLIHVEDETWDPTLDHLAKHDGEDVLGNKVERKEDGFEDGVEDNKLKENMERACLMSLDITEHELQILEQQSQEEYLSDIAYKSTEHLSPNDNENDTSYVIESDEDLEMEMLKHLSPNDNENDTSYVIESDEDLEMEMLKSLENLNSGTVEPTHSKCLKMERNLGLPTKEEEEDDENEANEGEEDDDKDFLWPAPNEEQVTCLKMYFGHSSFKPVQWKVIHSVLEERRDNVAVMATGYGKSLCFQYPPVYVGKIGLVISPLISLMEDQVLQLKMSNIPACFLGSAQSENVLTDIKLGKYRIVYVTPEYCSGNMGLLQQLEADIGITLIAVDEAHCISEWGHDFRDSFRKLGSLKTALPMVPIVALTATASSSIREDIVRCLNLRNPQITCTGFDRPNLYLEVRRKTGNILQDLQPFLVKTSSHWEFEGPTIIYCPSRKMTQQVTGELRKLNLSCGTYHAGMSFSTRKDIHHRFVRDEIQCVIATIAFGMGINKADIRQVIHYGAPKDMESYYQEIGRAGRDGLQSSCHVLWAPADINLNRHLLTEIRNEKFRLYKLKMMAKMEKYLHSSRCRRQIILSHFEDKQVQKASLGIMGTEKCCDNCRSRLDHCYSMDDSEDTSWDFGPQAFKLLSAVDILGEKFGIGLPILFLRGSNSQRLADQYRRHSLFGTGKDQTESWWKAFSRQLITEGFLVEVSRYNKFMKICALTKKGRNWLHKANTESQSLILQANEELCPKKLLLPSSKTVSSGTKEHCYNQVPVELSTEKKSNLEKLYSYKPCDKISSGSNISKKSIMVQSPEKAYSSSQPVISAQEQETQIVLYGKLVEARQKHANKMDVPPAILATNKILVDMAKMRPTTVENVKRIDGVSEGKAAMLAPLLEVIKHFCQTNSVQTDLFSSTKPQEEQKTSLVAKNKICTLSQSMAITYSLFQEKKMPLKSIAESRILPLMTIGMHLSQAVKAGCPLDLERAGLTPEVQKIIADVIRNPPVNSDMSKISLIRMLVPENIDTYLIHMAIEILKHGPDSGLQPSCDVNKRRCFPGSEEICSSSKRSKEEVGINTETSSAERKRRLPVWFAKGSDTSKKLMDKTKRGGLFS
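WRN at 20 nM final was preincubated with compound for 15 min at room temperature; reaction started with 100 nM forked duplex oligonucleotide carrying fluorophore and quencher plus 2 mM ATP (final). Unwinding followed kinetically by red fluorescence (ex 525/em 598 nm).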
ATXN2 expr inh – Primary qHTS for Inhibitors of ATXN expression; HEK-293 ATXN2-luciferase reporter, luminescence, 24 h; Potency, µM (titrated, usually from 57 µM), for the others: at the highest dose activity change, negative = inhibition, most hits filed as inhibitors; hit rate 0.72% among 360,000; further: potency means the concentration at half of the fitted maximal effect; on the % scale 0 is the no-effect control and ±100 the full control effect; nearly all actives have a fitted effect of over 55% in size
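ATXN2-luciferase reporter cells (luciferase flanked by upstream and downstream ATXN2 gene portions) were treated 24 h at 37 °C with compounds at up to 57 uM. SteadyGlo luminescence gave expression; GF-AFC fluorescence gave viability.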
SW480 rereplic – A quantitative high throughput screen for small molecules that induce DNA re-replication in SW480 colon adenocarcinoma cells; hit rate 1.8% among 340,000; AID 624297, 2012; Potency, µM (highest dose often 46.1 µM), without a hit: at the top dose re-replication activation, hits mostly activators; SW480 DNA re-replication, Hoechst DNA content imaging, 48 h; further: potency means the concentration at half of the fitted maximal effect; % of control where 0% means no effect; nearly all actives have a fitted effect of over 55% in size
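Cells (250 per well) received 23 nL compound or DMSO by pin tool and were kept 48 hr at 37 C, 5% CO2. Nuclei were then stained with Hoechst for 40 min and scanned for DNA content.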
KB-V1 cytotox – qHTS assay for MDR1-selective chemotherapeutics: Primary screen using the drug-selected MDR subline cells KB-V1; KB-V1 MDR cells viability, CellTiter-Glo, 72 h; Potency, µM (titrated, usually from 46.1 µM), inactives show at the highest dose activity change, negative = cytotoxicity, usual class: cytotoxic; hit rate 3.4% among 400,000; AID 1347076, 2019; further: potency means the concentration at half of the fitted maximal effect; on the % scale 0 is the no-effect control and ±100 the full control effect; nearly all actives have a fitted effect of over 60% in size
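KB-V1 cells (P-gp-expressing MDR subline of KB-3-1) in phenol-red-free DMEM with 10% FBS were exposed to library compounds over a concentration series for 72 h at 37 degrees C. Viability read by CellTiter-Glo luminescence; concentration-effect curves fitted after normalization.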
The depositor's hits bear a star; ? = inconclusive; · = no result given; [ ] = remark or other dose. Unless noted, the call rests on the fitted dose curve; in most records, active means well fitted curve in the direction sought with a large enough effect; inconclusive means small, poorly fitted or top-dose-only effect, or another doubt; inactive means no such curve, though single readings can be large; an effect the other way counts as inactive or inconclusive.

| cpd | structure | IL1B secr inh | MCF10A rereplic | HT1080-NT tox | KB-3-1 cytotox | HT1080 IDH1KD tx |
| --- | --- | --- | --- | --- | --- | --- |
| 1 | CCOc1cccc(/C=C/C(=O)O)c1 | 5 | 5% | 6% | -4% | 3% |
| 2 | CCC(C)[C@H](NC(=O)[C@@H]1Cc2ccccc2CN1)C(=O)Nc1ccc2c(c1)OCO2 (stereo partly drawn) | -18 | 19% | -4% | 0% | -2% |
| 3 | O=C(COc1ccc([N+](=O)[O-])cc1)Nc1ccc2[nH]c(=O)[nH]c2c1 | 5 | 1% | 4% | 1% | 3% |
| 4 | Cc1ccc(C(=O)Nc2nnc(-c3ccncc3)s2)o1 | 0 | -4% | -2%[9.24 µM] | -8% | 2% |
| 5 | Cn1c(=O)[nH]c(=O)c2c1nc(N1CCOCC1)n2CCc1ccccc1 | 6 | -2% | -2% | 9% | -3% |
| 6 | Cc1c(NC(=O)c2ccc3c4c(cccc24)CC3)c(=O)n(-c2ccccc2)n1C | -20 | -3% | 5% | 6% | 13% |
| 7 | COC(=O)c1ccc(N2CCN(C)CC2)c(NC(=O)COc2ccc(C)cc2)c1 | -16 | 0% | 24% | 23% | -8% |
| 8 | CCn1c(CNC(=O)c2cccc(C)c2)nnc1SCC(=O)NC1CCCCC1C (stereo not drawn) | 7 | 1% | 0% | 4% | -1% |
| 9 | CCOc1ccccc1N(CC(=O)O)S(=O)(=O)c1ccc(C)cc1 | 20 | -1% | -1% | 2% | 4% |
| 10 | CCC(C)(C)NC(=O)C(c1cccn1C)N(C(=O)Cn1nnc2ccccc21)c1ccc(F)cc1 (stereo not drawn) | 8 | 0% | 3% | 17% | -11% |
| 11 | C[C@@H]1CN([C@H](C)CO)C(=O)c2cc(NC(=O)Nc3ccc(C(F)(F)F)cc3)ccc2O[C@H]1CN(C)S(=O)(=O)c1ccc(Cl)cc1 | 0 | -20% | -25% | 0% | -22% |
| 12 | C[C@]12C(=O)N(c3ccc(Br)cc3)C(=O)N1[C@@H]1c3ccccc3OC[C@@H]1[C@H]2c1ccccc1 | 3 | -7% | 0% | 11% | -4% |
| 13 | Cc1ccc(OCCN2CCN(C)CC2)c([N+](=O)[O-])c1 | -9 | 24% | 8% | 1% | 2% |
| 14 | Cc1ccc(Nc2nc(NCCCN3CCOCC3)nc(N)c2[N+](=O)[O-])cc1 | ? | 1% | -5% | 10% | -3% |
| 15 | C[C@H]1C=C(C(=O)NCc2nc3ccccc3[nH]2)O[C@@H](OCCCCO)C1 | 5 | 4% | 5% | -1% | 5% |

| cpd | WRN helicase inh | ATXN2 expr inh | SW480 rereplic | KB-V1 cytotox |
| --- | --- | --- | --- | --- |
| 1 | -2% | 3% | -5% | 0% |
| 2 | -8% | 7% | 1% | -15% |
| 3 | 1% | -5% | -9% | 23% |
| 4 | 5% | 22% | -11% | 16% |
| 5 | -16% | 0% | -16% | 0% |
| 6 | 6% | -18% | 0% | ? |
| 7 | 2% | -1% | -4% | 3% |
| 8 | 1% | -6% | 1%[9.22 µM] | 9% |
| 9 | 5% | -9% | 0% | 4% |
| 10 | -2% | 3% | -6% | -1% |
| 11 | -5% | -24% | 5% | 0% |
| 12 | -1% | 5% | -1% | 4% |
| 13 | ? | 0% | 0% | ? |
| 14 | -2% | -18% | 4% | -21% |
| 15 | 0% | -2% | 0% | 17% |

The list goes on.
| cpd | structure | IL1B secr inh | MCF10A rereplic | HT1080-NT tox | KB-3-1 cytotox | HT1080 IDH1KD tx |
| --- | --- | --- | --- | --- | --- | --- |
| 16 | C=CCNS(=O)(=O)c1sccc1/C=N/O | 9 | 2% | -3% | -2% | -4% |
| 17 | CCOC(=O)CNC(=O)COc1coc(CN2CCN(c3ccccc3F)CC2)cc1=O | 14 | 0% | 8% | 7% | 21% |
| 18 | C#CCOCCOCCOCCNc1nc(N2CCN(C(=O)[C@H](CCCCN)n3cc(CN)nn3)CC2)nc(N2CCN(C(=O)[C@H](CCCCN)n3cc([C@@H](N)[C@H](C)CC)nn3)CC2)n1 | -7 | 1% | 11% | 8% | 2% |
| 19 | CC(C)(C)c1ccc(C2/C(=C(\O)c3ccc4c(c3)OCCO4)C(=O)C(=O)N2CCCN2CCOCC2)cc1 (stereo not drawn) | 2 | -5% | 8% | 16% | 13% |
| 20 | CC(=O)c1ccc2c(c1)CCN2 | -4 | -1% | -1% | 3% | 2% |
| 21 | C=CCOC(=O)Nc1ccc(Cl)cc1NC(=O)OCC=C | -27 | 12% | 3% | 0% | 5% |
| 22 | Nc1c(C(=O)NCc2ccccc2)sc2nc3c(cc12)C(=O)CCC3 | 16 | 3% | -17% | 30% | -23% |
| 23 | N#C/C(=C(/O)C(Cl)c1ccccc1)c1nc2ccccc2s1 (stereo not drawn) | -5 | 14% | -16% | ? | -25% |
| 24 | COc1cc(CNCCc2ccccc2F)ccc1OCc1ccc(Cl)nc1 | -30 | 14% | ? | ? | ? |
| 25 | Cc1ccc2oc(-c3ccc(C)c(NC(=S)NC(=O)c4cccs4)c3)nc2c1 | 8 | 10µM* | 13% | -5% | 10% |
| 26 | CC(C)C(=O)N1CCN(CCN2C(=O)c3cccc4cccc(c34)C2=O)CC1 | -14 | -1% | 4% | -3% | 11% |
| 27 | COc1ccccc1NC(C)=[N+](C)CCNS(=O)(=O)c1ccc(Cl)cc1 | 6 | -28% | -3% | -11% | -7% |
| 28 | O=C(CC1OC(=O)c2ccccc21)Nc1cc(Cl)ccc1N1CCCC1 (stereo not drawn) | 18 | ? | -10% | -7% | -15% |
| 29 | CCN(CC)C(=O)Cn1c(=O)n(Cc2ccccc2Cl)c2c1c(=O)n(C)c(=O)n2C | -3 | 2% | -7% | 0% | -5% |
| 30 | COc1ccccc1NC(=O)c1cccc(NC(=O)c2ccco2)c1 | -22 | 1% | 7% | 31% | -4% |

| cpd | WRN helicase inh | ATXN2 expr inh | SW480 rereplic | KB-V1 cytotox |
| --- | --- | --- | --- | --- |
| 16 | 12% | -5% | -3% | -13% |
| 17 | -4% | 5% | -8% | 17% |
| 18 | -22% | -1% | -3% | -21% |
| 19 | -4% | 12% | 1% | 19% |
| 20 | -3% | -8% | -10% | 2% |
| 21 | -1% | 36% | 2% | 5% |
| 22 | -2% | 6% | 10% | 4% |
| 23 | -9% | -2% | 2% | -12% |
| 24 | 0% | 4% | -3%[9.22 µM] | ? |
| 25 | 6% | 1% | -6% | -10% |
| 26 | 5% | 2% | 4% | 22% |
| 27 | 6% | -24% | 0% | -9% |
| 28 | -26% | -10% | -83%[inhibitor] | 4% |
| 29 | -8% | -1% | 5% | -20% |
| 30 | -7% | -4% | -5% | -25% |

The list goes on; the last three above are carried over.
| cpd | structure | IL1B secr inh | MCF10A rereplic | HT1080-NT tox | KB-3-1 cytotox | HT1080 IDH1KD tx |
| --- | --- | --- | --- | --- | --- | --- |
| 28 | O=C(CC1OC(=O)c2ccccc21)Nc1cc(Cl)ccc1N1CCCC1 (stereo not drawn) | 18 | ? | -10% | -7% | -15% |
| 29 | CCN(CC)C(=O)Cn1c(=O)n(Cc2ccccc2Cl)c2c1c(=O)n(C)c(=O)n2C | -3 | 2% | -7% | 0% | -5% |
| 30 | COc1ccccc1NC(=O)c1cccc(NC(=O)c2ccco2)c1 | -22 | 1% | 7% | 31% | -4% |
| 31 | COc1ccc(C(c2c(C)[nH][nH]c2=O)c2c(C)[nH][nH]c2=O)cc1Br | -29 | -11% | -4% | 1% | 7% |
| 32 | CCc1noc(C)c1C(=O)N(CCCOC)c1c(N)n(Cc2ccccc2)c(=O)[nH]c1=O | 4 | -8% | 9% | 6% | 7% |
| 33 | CC(C)n1cc(CN2CCC(C(=O)Nc3ccc(Oc4ccccc4F)cc3)CC2)cn1 | -4 | 8% | ? | ? | 21µM* |
| 34 | CCOC(=O)c1nnn2c1nc(Nc1cccc(C(F)(F)F)c1)c1ccccc12 | · | ? | 25% | ? | 19% |
| 35 | O=C(Cc1ccccc1)NCCCNC(=O)Cc1ccccc1 | 10 | 0% | 10% | 9% | 16% |
| 36 | COc1ccc(CCN2C(=O)CC(Cc3cccc(C)c3)C2=O)cc1OC (stereo not drawn) | 14 | 5% | 5% | ? | 3% |
| 37 | CC(C)(C)NC(=O)C(c1cc2ccccc2o1)n1c(=O)c(-c2cc3ccccc3[nH]2)nc2ccccc21 (stereo not drawn) | 79 | · | ? | -17% | ? |
| 38 | Cc1nnc(NC(=O)C(C)Oc2ccc3c(C)cc(=O)oc3c2)s1 (stereo not drawn) | -6 | -3% | -13% | 24% | 2% |

| cpd | WRN helicase inh | ATXN2 expr inh | SW480 rereplic | KB-V1 cytotox |
| --- | --- | --- | --- | --- |
| 28 | -26% | -10% | -83%[inhibitor] | 4% |
| 29 | -8% | -1% | 5% | -20% |
| 30 | -7% | -4% | -5% | -25% |
| 31 | -15% | · | -7% | 2% |
| 32 | -12% | -2% | -111%[inhibitor] | 17% |
| 33 | -2%[57.1 µM] | ? | ? | -3% |
| 34 | -6% | -16% | ? | -22% |
| 35 | -5% | 0% | 1% | ? |
| 36 | -4% | 4% | -5% | ? |
| 37 | -7% | · | · | -2% |
| 38 | -16% | -7% | -1% | 19% |

From PubChem
